ROC1-CUL1 inh: blocks human RBX1-Cullin-1 di-ubiquitin formation | AID 1347404 | inhibition, % at 10 µM | in vitro K48 di-Ub FRET, acceptor:donor ratio, 45 min | 140,000 tested, 0.6% active; in the data active = inhibition above about 25%
Target sequence (P62877 whole entry, looked up): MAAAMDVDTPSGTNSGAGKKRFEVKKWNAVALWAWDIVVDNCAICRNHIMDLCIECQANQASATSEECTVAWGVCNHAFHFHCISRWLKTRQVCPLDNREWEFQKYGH
Target sequence (Q13616 whole entry, looked up): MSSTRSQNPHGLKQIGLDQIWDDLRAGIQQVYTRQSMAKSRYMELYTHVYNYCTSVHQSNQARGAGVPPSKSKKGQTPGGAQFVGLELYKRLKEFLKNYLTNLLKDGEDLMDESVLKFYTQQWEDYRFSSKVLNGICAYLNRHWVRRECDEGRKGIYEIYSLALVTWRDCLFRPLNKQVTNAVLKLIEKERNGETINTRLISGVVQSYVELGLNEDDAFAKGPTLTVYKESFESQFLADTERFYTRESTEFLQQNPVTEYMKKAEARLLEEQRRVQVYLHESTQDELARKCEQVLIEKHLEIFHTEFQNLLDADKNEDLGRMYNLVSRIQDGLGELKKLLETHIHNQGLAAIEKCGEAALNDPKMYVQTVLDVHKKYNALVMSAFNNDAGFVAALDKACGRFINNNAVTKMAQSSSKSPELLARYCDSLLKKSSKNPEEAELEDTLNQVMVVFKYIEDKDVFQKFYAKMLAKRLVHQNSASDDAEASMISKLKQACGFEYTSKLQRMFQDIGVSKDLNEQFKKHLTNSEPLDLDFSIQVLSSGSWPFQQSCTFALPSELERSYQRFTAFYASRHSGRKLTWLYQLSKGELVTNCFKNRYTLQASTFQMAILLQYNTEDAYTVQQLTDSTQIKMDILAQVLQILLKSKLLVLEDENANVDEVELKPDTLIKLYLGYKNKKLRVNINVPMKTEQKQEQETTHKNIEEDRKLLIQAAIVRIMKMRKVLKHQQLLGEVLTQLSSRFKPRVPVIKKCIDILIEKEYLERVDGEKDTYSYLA
* hit, by the source's call; & = joins results of further samples. A portion of the library; rates above refer to the full screens.

nr	smiles	ROC1-CUL1 inh
1	COc1ccccc1/C=C/CN1CCCC(CCC(=O)N2CCCC2)C1 (stereo unspecified)	6.4
2	CN(C)c1ncccc1CNC(=O)CN1CCCCC1	7.5
3	COc1ccc(OC)c(NC(=O)/C=C/c2c(F)cccc2Cl)c1	6.2
4	COC(=O)c1cc(O)c(C(=O)Nc2ccc(Br)cc2)s1	6.0
5	Cc1cc(C)cc(-n2nnc(C(=O)NCC3CCCO3)c2C)c1 (stereo unspecified)	3.9
6	O=C(Cc1ccc(NC(=O)N2CCSc3ncccc32)cc1)NCc1ccccc1Cl	10.1
7	OC(c1ccccc1Br)C(Cl)(Cl)C(F)(F)F (stereo unspecified)	-1.5
8	COc1ccc(CCNC(=O)CCCn2c(=O)c3ccccc3n(Cc3ccccc3C)c2=O)cc1OC	0.2
9	Cc1ccc(N2CCN(C(=O)NC3CCCCC3)CC2C)cc1 (stereo unspecified)	-1.2
10	Cc1c(C(=O)OC2CCCC2)[nH]c2c1C(=O)CC(c1ccc(C(C)(C)C)cc1)C2 (stereo unspecified)	-8.5
11	CC1CCN(Cc2nnnn2CCCC(=O)NC2CCOC2)CC1 (stereo unspecified)	4.5
12	Cc1ccc(N=c2ssc3c2-c2ccc(C)cc2NC3(C)C)c(O)c1	-4.6
13	CCOC(=O)c1cc(C)c(-c2cccc([N+](=O)[O-])c2)s1	4.2
14	CCN(CC)CC#CCN1c2ccccc2Sc2ccc(Cl)cc21	-3.7
15	Cc1ccc2nc(-c3ccc(NC(=O)COc4ccccc4)cc3)sc2c1	4.4
16	CCN=C1SC(CC(=O)NC(N)=O)C(=O)N1CC (stereo unspecified)	2.8
17	CCOc1ccccc1NC(=O)COc1cc(C)ccc1C(C)(C)C	-2.5
18	Cc1nc(N=C2N=C(CSc3nnnn3-c3ccccc3)CC(=O)N2)nc2ccccc12	1.1
19	CC(=O)NCC(=O)NCC1Cc2cc(-c3ccc(C(C)=O)s3)cc(Cl)c2O1 (stereo unspecified)	6.2
20	CCC(Nc1cccc(Br)c1)C(=O)N/N=C/c1c[nH]c2ccccc12 (stereo unspecified)	-2.7
21	CCN=C1CC=CC=C(C(=O)/C=C/c2ccccc2C)C1=O	73.0*
22	Cc1cccc(-n2c(-c3ccccc3)cn3c4c(=O)[nH]c(=O)n(C)c4nc23)c1	8.3&-2.4
23	CCOC(=O)CNC(c1ccccc1)c1cc(Br)ccc1NC(=O)c1cccc(Cl)c1 (stereo unspecified)	-5.0
24	CC(C)c1ccc(NC(=O)CCNS(=O)(=O)c2ccc3c(c2)oc(=O)n3C)cc1	-2.0

Pulled by compound from the entries so far:
nr	smiles	ROC1-CUL1 inh
20	CCC(Nc1cccc(Br)c1)C(=O)N/N=C/c1c[nH]c2ccccc12 (stereo unspecified)	-2.7
21	CCN=C1CC=CC=C(C(=O)/C=C/c2ccccc2C)C1=O	73.0*
14	CCN(CC)CC#CCN1c2ccccc2Sc2ccc(Cl)cc21	-3.7
13	CCOC(=O)c1cc(C)c(-c2cccc([N+](=O)[O-])c2)s1	4.2

Next section
nr	smiles	ROC1-CUL1 inh
25	CCC(=O)N1CCc2cc(Br)cc(S(=O)(=O)CCC(=O)NCCc3cccc(C)c3)c21	7.3
26	CC(=O)Nc1c([N+](=O)[O-])cccc1C(C)(C)C	-1.9
27	Cc1cccc(C)c1Oc1ncccc1CNC(=O)C1CCCCN1C (stereo unspecified)	6.3
28	CN(C)Cc1ccc(C(=O)N2CCC3(CCCN(CCCc4ccccc4)C3)C2)o1 (stereo unspecified)	8.9
29	O=C1C(=Nc2ccc(Cl)c(Cl)c2)CC(=NS(=O)(=O)c2ccccc2)c2ccccc21	6.3
30	CN(Cc1nccs1)C(=O)CC1(c2cccc(C(F)(F)F)c2)CC(=O)N(C2CC2)C1=O (stereo unspecified)	-2.1
31	CC(=O)NCCNC(=O)c1cc(Cl)ccc1OC1CCN(C2CCCC2)CC1	4.2
32	CCOc1cc(C(=O)Nc2nc(C)c(C(=O)N(C)C)s2)cc(OCC)c1OCC	-9.3
33	O=C(NCCc1cnccn1)c1coc(CN2CCN(Cc3ccccc3)CC2)n1	5.2
34	Cc1c(C#N)c(=O)[nH]c(=O)n1CCCN1CCOCC1	10.1
35	COC(=O)C1NC(c2ccc(F)cc2)(c2ccc(F)cc2)C2C(=O)N(c3ccccc3)C(=O)C12 (stereo unspecified)	-4.7
36	Cc1ccc(-c2ccc(C)cc2)cc1	-4.2
37	CCn1nc(C)cc1C(=O)N1CCc2[nH]nc(CC3CCCCC3)c2C1	-6.1
38	CCS(=O)(=O)N1CCCc2cc(C(=O)Nc3cc([N+](=O)[O-])ccc3C)ccc21	1.0
39	O=C(NCc1ccccc1F)C(=O)NCC(c1ccc2c(c1)OCO2)N1CCOCC1 (stereo unspecified)	-4.4
40	Cc1cc(C)c(C2=NOCC2)c(C)c1	12.0
41	CC12CCC(C(Br)(Br)C1=O)C2(C)C (stereo unspecified)	-0.3
42	CC(C)Cn1c(CN2CCOCC2)cnc1S(=O)(=O)CC1CCCO1 (stereo unspecified)	-5.6
43	CCOC(=O)c1cnc2c(C)cc(Cl)cc2c1Nc1ccccc1	3.1
44	Cc1ccccc1C(=O)NCc1cccnc1	2.2
45	CCCN1C(C(=O)c2ccccc2)=C(OC(=O)COc2ccccc2)c2ccccc2S1(=O)=O	-5.1
46	O=C(Cn1ccc(-c2cccs2)n1)Nc1ccnn1Cc1cccs1	5.9
47	Cc1ccc(NC(=O)C(=O)NCC(c2ccc3c(c2)OCO3)N2CCOCC2)c(C)c1 (stereo unspecified)	0.0
48	CCC(C)NC(=O)C1CCN(S(=O)(=O)CC)CC1 (stereo unspecified)	3.2
49	CC(=O)N1c2ccccc2-[n+]2ccsc2CC1C (stereo unspecified)	4.7
50	CCOc1ccc(-c2nnc(SCC(=O)Nc3cc(C)ccc3OC)o2)cc1	-4.0
51	COc1ccc(-c2cc(C(F)(F)F)nc(SCCC(=O)Nc3ccc(O)cc3)n2)cc1	-0.3
52	CCOc1ccc2nc(NC(=O)Cc3noc4ccccc34)sc2c1	-0.1
53	CN(CCC1CCCCO1)Cc1nc(-c2ccc3c(c2)OCO3)no1 (stereo unspecified)	2.4
54	COc1ccc(F)cc1S(=O)(=O)N1CCC(C(=O)NC2CCCCC2)CC1	-6.2
55	Cc1ccc(-c2nnc(Nc3ccc(O)cc3)c3ccccc23)cc1S(=O)(=O)N1CCCCC1	3.3
56	CCCCc1nc2cc(C(=O)NCC3CCS(=O)(=O)C3)ccc2o1 (stereo unspecified)	15.2
57	CCn1cc(CN(C)C(=O)c2cc3nc(-c4ccc(Cl)s4)cc(C(F)(F)F)n3n2)cn1	-8.0
58	Cc1ccc(/C=C2\C(=O)Nc3ccc(Br)cc32)o1	3.7
59	O=C(c1nn2c(C(F)(F)F)cc(-c3cc(Br)cs3)nc2c1Br)N1CCN(Cc2ccccc2)CC1	3.9
60	CCOC(=O)C(NC(=O)c1cccc(F)c1)(Nc1ccc(C(C)C)cc1)C(F)(F)F (stereo unspecified)	5.0
61	O=C(NCCn1cc(SCc2ccc(F)cc2)c2ccccc21)c1c(F)cccc1F	1.8
62	COc1cc(C(N)=O)cc(Br)c1OCc1ccccc1	-2.9
63	Cc1cccc(C)c1Nc1c(-c2ccsc2)nc2cccc(C)n12	-2.2
64	CCC(=O)N1CCc2cc(Br)cc(S(=O)(=O)N3CCN(c4ccc(C(C)=O)cc4)CC3)c21	-3.2
65	CCN(CC)c1ccc(/C=C2\SC(=O)N(Cc3ccc(F)cc3)C2=O)cc1	-3.5
66	Cc1ccc2c(c1)Cc1c(nc(-c3ccc(F)cc3)nc1SCC(=O)N1CCCCC1)O2	1.1
67	Cc1ccc(C(=O)N2CC(C)N(C(=O)c3ccc(C)o3)CC2C)o1 (stereo unspecified)	2.6
68	O=C1C2C3CC4C(C2C3(Br)C42OCCO2)C12OCCO2 (stereo unspecified)	-14.5
69	Cc1cccc(NC(=O)CCC2CCN(C(=O)CSc3ccccn3)CC2)c1	-5.0
70	O=C(O)c1ccc(-n2nc(C(F)(F)F)c3c2CCCC3)cc1	1.5
71	CCc1ccc(C2CC(c3ccccc3)=NN2S(C)(=O)=O)cc1 (stereo unspecified)	11.6
72	COc1cc([N+](=O)[O-])ccc1N=Nc1c(C)[nH]n(C(N)=S)c1=O	0.8
73	CC(=O)Nc1nonc1-c1nnc(SCC(=O)Nc2ccccc2Cl)n1C	9.2
74	CCOC(=O)c1c(C)n(C)c2ccc(Oc3nccc(Nc4ccc(C)cc4)c3C#N)cc12	1.2
75	Cc1ccc2nc(-c3cc(NC(=O)c4ccc5c(c4)OCCO5)ccc3Cl)oc2c1	-11.7
76	CCCOC1CCCN(c2ccc(C(=O)N(CC)Cc3nccn3C)cn2)C1 (stereo unspecified)	2.2
77	Cc1ccc(NC(=O)C2CCN(c3nn4c(=O)cc(C)nc4s3)CC2)cc1	2.6
78	Cc1ncc2c(c1CNC(=O)c1ccccc1F)CCN(C(=O)Cc1c(F)ccc(F)c1F)C2	-6.4
79	COc1ccc(-c2nc(CCNC(=O)c3cccs3)cs2)cc1OC	-0.3
80	CC(C)(C)c1cc(C(F)(F)F)c2c(n1)sc1ncnc(N)c12	-9.1
81	O=C(Nc1nccs1)C1CC(=O)N(c2cccc(Cl)c2)C1 (stereo unspecified)	2.2
82	CCc1sc(C2C3=C(CC(C)(C)CC3=O)OC(=N)C2C#N)cc1COc1ccc(Br)cc1 (stereo unspecified)	3.7
83	O=C(COc1ccc(NC(=O)c2cccs2)cc1)c1ccc(Br)cc1	-3.8
84	Cc1ccc(CSC(S)=NC#N)cc1	2.5

Reformatted: two of the compounds above.
#76 CCCOC1CCCN(c2ccc(C(=O)N(CC)Cc3nccn3C)cn2)C1 (stereo unspecified)
  ROC1-CUL1 inh: 2.2

#77 Cc1ccc(NC(=O)C2CCN(c3nn4c(=O)cc(C)nc4s3)CC2)cc1
  ROC1-CUL1 inh: 2.6

The results go on.
nr	smiles	ROC1-CUL1 inh
85	O=C1NCCN(C(=O)c2cn(C3CCCCC3)nn2)C1c1ccc(F)cc1 (stereo unspecified)	5.6
86	Cc1ccc(-c2nc3cc(NC(=O)c4oc5ccc(C)cc5c4C)ccc3o2)cc1	-4.0
87	O=C(Sc1ccccc1)c1ccccc1	1.0
88	Cc1ccc(CN2CCC(N3CCCC(C(=O)NC4CC4)C3)CC2)cc1C (stereo unspecified)	2.3
89	CC(C)(C)c1ccccc1N=Cc1cccc(C=Nc2ccccc2C(C)(C)C)c1	-6.2
90	COC(=O)CN1C(=O)S/C(=C/c2cc(C)n(-c3cc(Cl)ccc3OC)c2C)C1=O	-5.7
91	CN(C)C(=O)c1cc2cc3c(cc2s1)OCO3	-0.7
92	Cc1cc(Br)cc(C)c1NC(=S)NC(=O)CC(C)C	-5.7
93	Clc1ccc(-c2nc3c4cnn(-c5ccccc5Br)c4ncn3n2)c(Cl)c1	-3.3
94	COc1ccc(C(=O)N2CCN(C)CC2)cc1C	6.9
95	FC(F)Oc1ccc(NC(=S)NCCN2CCOCC2)cc1	8.2
96	CNC(=O)CC1C(=O)N(c2cccc(C(F)(F)F)c2)C(=S)N1CCc1ccc(OC)c(OC)c1 (stereo unspecified)	-3.1
97	CCOc1ccc(NC(=O)CCSCCC(=O)Nc2ccc(OCC)cc2)cc1	-2.5
98	Cc1ccc(NC(=O)CCC(=O)O)cc1Br	3.0
99	CC1(CNC(=O)c2cc(COc3ccccc3F)[nH]n2)COC1	8.5
100	Cc1ccc(C(=O)c2ccccc2)c(N=CCc2nnnn2-c2ccccc2)c1	5.1
101	N#Cc1nc(N2CCOCC2)nc(N2CCOCC2)n1	0.8
102	CC(C)(C)NC(=O)c1cccc(NC(=O)CN2C(=O)c3ccccc3C2=O)c1	1.4
103	Nc1nc(N2CCN(C(=O)c3ccco3)CC2)nc2c(Br)cc(Br)cc12	8.9
104	COc1ccc2oc(=O)cc(C)c2c1	-1.9
105	O=C1C2C=COC2C2c3ccccc3CCC2N1Cc1ccccc1 (stereo unspecified)	-2.4
106	COCC1CCCN(C(=O)c2cc(Cn3nc(C)cc3C)[nH]n2)C1 (stereo unspecified)	-1.9
107	COc1ncccc1C(=O)NC1CCCc2nc(N(C)C)ncc21 (stereo unspecified)	-6.6
108	COc1cc2nc(NN)nc(NNC(N)=O)c2cc1OC	-0.7
109	CCN1CCCC1CNCc1ccc2c(c1)OCCO2 (stereo unspecified)	2.6
110	CN1CCN(Cc2nc3cc(NC(=O)C4CCCCC4)ccc3n2C)CC1	5.7
111	CCCCOc1ccc(C(=O)N/N=C/C(C)Cc2ccc3c(c2)OCO3)cc1 (stereo unspecified)	-4.3
112	Cn1c(=O)c2c(nc3n(-c4ccccc4)nc(C(=O)c4ccc5ccccc5c4)n23)n(C)c1=O	-7.0
113	CCOC(=O)C/C(C)=N/NC(=O)Nc1ccccc1	-1.6
114	Cc1ccc2c3c(sc2n1)C(=O)CC(=O)N3	-4.8
115	Cc1ccc(Sc2nccn2C)nc1N	0.4
116	CCOc1cc(/C=C2\CC/C(=C\c3cc(Cl)c(O)c(OCC)c3)C2=O)cc(Cl)c1O	-16.0
117	COc1ccc(OC)c(NC(=O)c2cc(CN3CCCC3)on2)c1	0.8
118	O=C1N=C2C=CC=CN2C(=O)C1C(=O)NCc1ccc(F)cc1 (stereo unspecified)	0.0
119	COC1OC(COC(c2ccccc2)(c2ccccc2)c2ccccc2)C(OC(C)=O)C(OC)C1OC (stereo unspecified)	-6.8
120	CCOC(=O)Cn1c(=O)n(C2CCCCC2)c2nc(-c3ccc(C(C)C)cc3)nc(C(N)=O)c21	-10.6
121	O=C1c2ccccc2Cc2ccccc21	2.8
122	O=C1C2C3C=CC(C3)C2C(=O)N1CN(CN1C(=O)C2C3C=CC(C3)C2C1=O)C1CCCCC1 (stereo unspecified)	2.8
123	COc1cc(CN(C)Cc2ccon2)ccc1OCC(O)CN1CCSCC1 (stereo unspecified)	-4.9
124	O=S(=O)(Cc1ccc(Cl)cc1Cl)c1ccccc1	2.7
125	Cc1ccccc1-c1nnc(-c2ccc(C(F)(F)F)cc2)o1	-2.5
126	Cc1ccc(-n2nnc(C(=O)Nc3ccccc3Cl)c2C)cc1C	10.6
127	COc1ccccc1NC(=O)c1cc2c(C)nn(-c3ccccc3)c2s1	1.9
128	O=C(c1cnc2ccccc2c1)N1CCCC(Cn2cc(CO)nn2)C1 (stereo unspecified)	-4.5
129	COc1ccc(C(=O)NCC(=O)Nc2nc3ccccc3s2)cc1	12.1
